Source: PubChem BioAssay
HCV inhibitor = blocks hepatitis C virus; Huh7.5.1 HCVcc-Cre infection, luciferase reporter, 44 h; Potency, µM (series often up to 41.8 µM), without a hit: top-dose activity change, negative = inhibition, hits mostly inhibitors; hit rate 3.4% among 340,000; AID 651820; further: potency means the concentration at half of the fitted maximal effect
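Cells seeded at 1,000/well and cultured 4 h, then compounds added followed by HCVcc-Cre virus (~0.5 moi). After 44 h further culture, luciferase substrate was added, plates held 15 min at room temperature, and luminescence read for 15 sec.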
AmpC inh no detg = AmpC beta-lactamase inhibition without detergent; P00811; AmpC nitrocefin hydrolysis, absorbance 480 nm, 0.0001% Triton; Potency, µM (titrated, usually from 57.1 µM), for the others: top-dose activity change, negative = inhibition, actives largely listed as inhibitors; hit rate 0.52% among 330,000;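 further: potency means the concentration at half of the fitted maximal effect; plate controls were no compound for no effect and no enzyme for full effect; nearly all actives have a fitted effect of over 20% in size; some results filed as inactive show a strong effect at the top dose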
Target sequence (P00811 whole entry, looked up): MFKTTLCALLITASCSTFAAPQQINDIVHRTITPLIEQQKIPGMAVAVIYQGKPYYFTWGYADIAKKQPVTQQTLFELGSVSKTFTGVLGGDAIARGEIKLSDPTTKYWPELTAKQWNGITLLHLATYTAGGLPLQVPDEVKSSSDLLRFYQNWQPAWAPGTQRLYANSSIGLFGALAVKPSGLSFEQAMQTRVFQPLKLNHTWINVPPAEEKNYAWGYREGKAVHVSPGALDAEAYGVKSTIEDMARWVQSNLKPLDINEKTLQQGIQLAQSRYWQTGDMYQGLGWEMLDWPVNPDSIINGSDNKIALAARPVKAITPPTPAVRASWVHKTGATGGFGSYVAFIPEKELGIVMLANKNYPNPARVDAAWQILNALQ
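20 mM phosphate pH 7.0 + 0.01% (detergent screen) or 0.0001% Triton X-100; 5.3 nM AmpC reagent; cpd preinc 15 min RT; nitrocefin (800 uM stock) to start; A480 q20 s × 4 min; Activity was normalised to no-enzyme and no-compound control wells.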
HCMV antiviral = inhibitors of human cytomegalovirus | HFF cells, HCMV-luciferase reporter, 72 h; active compounds read low | activity change, negative = inhibition, % at 57.5 µM | hit rate 4.5% among 410,000 | AID 1259415; in the data active means activity change below about -60%; inconclusive means no clear call, values can overlap the other calls; inactive means above about -39%
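HFF cells seeded 16 h at 37C, treated with compounds, infected with luciferase-reporter HCMV at MOI 1 PFU/cell; luciferase read at 72 h post infection, normalized to buffer-only and Salinomycin controls.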
TbPYK inhibitor = inhibitors of Trypanosoma brucei pyruvate kinase. Potency, µM (series often up to 76.8 µM), for inactives: top-dose activity, negative = inhibition, actives largely listed as inhibitors. hit rate 0.12% among 410,000. AID 624173. TbPYK enzyme, Kinase-Glo Plus ATP luminescence, 45 min. Q57TT1; further: potency means the concentration at half of the fitted maximal effect; nearly all actives have a fitted effect of over 50% in size
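Luminescence from Kinase-Glo Plus, added after a 45-minute room-temperature reaction, served as the end-point read-out. The enzyme and substrate were preincubated with compound before ADP (130 uM final) initiated turnover. Concentration-effect curves came from normalized qHTS data.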
LmPK inh = blocks Leishmania mexicana pyruvate kinase activity. purified LmPK, Kinase-Glo ATP luminescence, 1 h. AID 1721. Potency, µM (series often up to 57.5 µM), without a hit: top-dose activity change, negative = inhibition, actives largely listed as inhibitors. hit rate 0.37% among 290,000; further: potency means the concentration at half of the fitted maximal effect
Target sequence (Q27686 whole entry, looked up): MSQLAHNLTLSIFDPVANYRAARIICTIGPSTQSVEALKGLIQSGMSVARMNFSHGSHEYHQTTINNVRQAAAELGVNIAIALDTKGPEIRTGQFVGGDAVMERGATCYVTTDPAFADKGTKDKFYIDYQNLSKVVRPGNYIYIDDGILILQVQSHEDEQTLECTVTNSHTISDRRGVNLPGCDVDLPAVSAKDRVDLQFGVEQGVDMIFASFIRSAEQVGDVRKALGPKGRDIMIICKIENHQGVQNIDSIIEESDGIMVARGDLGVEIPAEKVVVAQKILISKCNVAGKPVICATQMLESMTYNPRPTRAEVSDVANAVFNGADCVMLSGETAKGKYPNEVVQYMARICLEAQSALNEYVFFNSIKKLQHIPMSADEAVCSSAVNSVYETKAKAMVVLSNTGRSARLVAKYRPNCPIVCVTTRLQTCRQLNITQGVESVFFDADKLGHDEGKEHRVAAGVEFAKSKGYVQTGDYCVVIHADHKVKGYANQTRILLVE
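0.1 nM LmPK, 0.5 mM PEP, 0.1 mM ADP; 50 mM imidazole pH 7.2, 7 mM MgCl2, 50 mM KCl; 1 h RT. Kinase-Glo luminescence readout, normalized to no-enzyme (full inhibition) and uninhibited wells.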
AMA1-RON2 inh = AMA1-RON2 (P. falciparum) interaction inhibition. AlphaScreen AMA1-biotinylated RON2 peptide binding. Potency, µM (titrated, usually from 58.2 µM), without a hit: at the top dose activity change, negative = inhibition, usual class: inhibitors. hit rate 0.2% among 360,000. AID 720542;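 further: potency means the concentration at half of the fitted maximal effect; 0% = vehicle wells and -100% = peptide control; nearly all actives have a fitted effect of over 45% in size; some results filed as inactive show a strong effect at the top dose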
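AMA1 (3D7) with his tag at 25 nM final met compounds first, then biotinylated RON2 peptide at 25 nM; detection used donor plus acceptor beads, 10 µg/mL apiece, read by AlphaScreen after 30 min at room temperature.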
AmpC inh detg = inhibitors of E. coli AmpC beta-lactamase with detergent; Potency, µM (titrated, usually from 114 µM), for inactives: at the highest dose activity change, negative = inhibition, usual class: inhibitors; hit rate 0.041% among 370,000; AmpC hydrolysis of nitrocefin, absorbance 480 nm, 0.01% Triton; P00811; AID 485294;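 further: potency means the concentration at half of the fitted maximal effect; 0% = no-compound wells and -100% = no-enzyme wells; nearly all actives have a fitted effect of over 25% in size; some results filed as inactive show a strong effect at the top dose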
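20 mM phosphate pH 7.0 + 0.01% (detergent screen) or 0.0001% Triton X-100; 5.3 nM AmpC reagent; cpd preinc 15 min RT; nitrocefin (800 uM stock) to start; A480 q20 s × 4 min; Activity was normalised to no-enzyme and no-compound control wells.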
* marks the source's active call; other numbers are inactive results; ? = inconclusive; . = not tested or not shown; & = joins results of further samples; [ ] = remark or other dose. Unless noted, the call rests on the fitted dose curve; in most records, active means well fitted curve in the direction sought with a large enough effect; inconclusive means small, poorly fitted or top-dose-only effect, or another doubt; inactive means no such curve, though single readings can be large; an effect the other way counts as inactive or inconclusive. Unless noted, on the % scale 0 is the no-effect control and ±100 the full control effect. No enrichment for hits; any-hit rate near 7.5%.

Abbreviations – A = HCV inhibitor; B = AmpC inh no detg; C = HCMV antiviral; D = TbPYK inhibitor; E = LmPK inh; F = AMA1-RON2 inh; G = AmpC inh detg
COc1ccccc1N1CCN(C(=O)c2ccc(N3CCCCS3(=O)=O)cc2)CC1
  A: 3%	B: 60%[activator]	C: -16	D: 1%	E: 12%	F: -5%	G: -9%

O=C1CCN(Cc2cccnc2)CCN1[C@H](CO)c1ccccc1
  A: 26%	B: -2%	C: -7	D: -3%	E: 0%	F: 4%	G: -12%

Brc1cc2c(cc1-c1nc3ccccc3s1)OCO2
  A: -6%	B: -29%	C: 15	D: 8%	E: 1%	F: 36%[activator]	G: -6%

CCOc1ccc(NC(=O)CN(C)C(=O)CCc2ccccc2Cl)cc1OCC
  A: -20%	B: -7%	C: -80*	D: 2%	E: -5%	F: -2%	G: 3%

COc1ccc(CCN=C(N)NS(=O)(=O)c2ccc(F)cc2)cc1
  A: ?	B: -44%	C: -39	D: -4%	E: -2%	F: -4%	G: -2%

Cc1ccc(N2CN=c3s/c(=C\c4cccnc4)c(=O)n3C2)cc1
  A: -12%	B: -2%	C: -69*	D: -11%	E: 3%	F: 1%	G: ?

COCCn1c(SCc2nc3sc(C(=O)OC)c(C)c3c(=O)[nH]2)nc2ccccc21
  A: -6%	B: -26%	C: 45	D: -13%	E: -2%	F: 3%	G: 0%

CCOc1ccc(OCC(=O)OC(C)C(=O)Nc2ccc(Cl)cn2)cc1 (configuration not stated)
  A: -2%	B: -18%	C: -17	D: -12%	E: .	F: 0%	G: 0%

C/C=C/n1ccnc1CC(O)(c1ccccc1)c1ccc(C)cc1 (configuration not stated)
  A: -5%	B: .	C: -36	D: 0%	E: .	F: -7%	G: .

CC(C)c1nc2sc3c(=O)[nH]cnc3c2c2c1CCCC2
  A: ?	B: -25%	C: -30	D: -5%	E: 0%	F: -5%	G: -6%

Cc1ccc2c(c1)N(CCCC(=O)NCCCN1CCCC1=O)C(=O)CO2
  A: 1%	B: -2%	C: 1	D: -9%	E: 4%	F: -4%	G: 4%

Cc1ccc2c(c1)NC(=O)C(CC(=O)NC1CCCCC1C)O2 (configuration not stated)
  A: 7%	B: -14%	C: -8	D: -15%	E: -3%	F: 15%	G: ?

O=C(CCn1c(=O)c2ccccc2n(CC(=O)Nc2ccc(F)cc2)c1=O)NCCc1ccccc1
  A: .	B: .	C: 7	D: -1%	E: .	F: .	G: 13%

Cc1ccsc1C1C(C#N)=C(N)N(N(C)C)C2=C1C(=O)CCC2 (configuration not stated)
  A: 22%	B: 7%	C: 45	D: -2%	E: -7%	F: -10%	G: 3%

CCc1ccc(C(=O)COC(=O)c2ccc(-c3nnc(-c4ccccc4)o3)cc2)cc1
  A: 8%	B: -11%	C: 149	D: 3%	E: -2%	F: -5%	G: -12%

CCN(CCCNC(=O)c1ccc(Sc2ccc(Cl)cc2)c(NC(C)=O)c1)c1ccccc1
  A: .	B: .	C: 55	D: 4%	E: .	F: .	G: 10%

Cc1ccc(S(=O)(=O)N2[C@@H](c3cccc(Cl)c3)C(C(=O)O)=CC[C@H]2c2ccc(Cl)c(Cl)c2)cc1
  A: 23%	B: -9%	C: -14	D: 2%	E: .	F: 13%	G: ?

Cc1nc2ccccc2n1CC(O)COCC1CC=CCC1 (configuration not stated)
  A: 11µM*	B: 48%	C: -81*	D: -1%	E: 5%	F: 40%[activator]	G: -6%

COc1ccccc1NC(=O)c1c(O)c2ccccc2[nH]c1=O
  A: 23%	B: -9%	C: 102	D: 2%	E: -2%	F: 10%	G: 0%

CC1=CC(=O)C2=C(C)CC[C@@H]3[C@H](OC(=O)[C@H]3C)[C@@H]12
  A: 18%	B: -7%	C: 39	D: -3%	E: -1%	F: -3%	G: 4%

COCCNC(=S)N(CCc1c(C)[nH]c2ccc(C)cc12)Cc1cccnc1
  A: -14%	B: 115%[activator]	C: 6	D: 4%	E: 0%	F: -7%	G: 4%

CC(C)C(c1nnnn1Cc1ccco1)N1CCN(c2cccc(Cl)c2)CC1 (configuration not stated)
  A: -21%	B: -14%	C: 16	D: -24%	E: 0%	F: -8%	G: -14%

COc1ccccc1NC(C)=[N+](C)CCNS(=O)(=O)c1ccc(Cl)cc1
  A: -19%	B: -1%	C: 48	D: ?	E: 2%	F: -21%	G: ?

CNS(=O)(=O)c1ccc2c(c1)oc(=O)c1cc(S(=O)(=O)NC)ccc12
  A: 5%	B: -31%	C: 13	D: 8%	E: 4%	F: 12%	G: 4%

CC1=CC(C)(C)N2C(=O)C(=Nc3ccc(O)cc3)c3cccc1c32
  A: ?	B: -44%	C: ?	D: -14%	E: -12%	F: 21%	G: -3%

Next results.
Abbreviations – A = HCV inhibitor; B = AmpC inh no detg; C = HCMV antiviral; D = TbPYK inhibitor; E = LmPK inh; F = AMA1-RON2 inh; G = AmpC inh detg
CO/N=C(\N)c1ccc([N+](=O)[O-])cc1
  A: 6%	B: -14%	C: -32	D: -4%	E: 0%	F: -3%	G: 2%

CC(C)(C)c1ccccc1NC(=S)NCc1ccccc1
  A: -15%	B: -18%	C: -72*	D: 1%	E: -1%	F: 2%	G: ?

COc1cccc(C(=O)C2CCCN(Cc3ccon3)C2)c1 (configuration not stated)
  A: -14%	B: -4%	C: -31	D: 0%	E: -2%	F: -8%	G: -7%

Cc1ccc(-n2nc(CO)c(C(=O)NC(C)c3ccccc3)n2)cc1C (configuration not stated)
  A: .	B: .	C: -63*	D: -4%	E: .	F: .	G: -6%

Cc1c(NC(=O)c2c(N)sc3c2CCCC3)c(=O)n(-c2ccccc2)n1C
  A: 5%	B: 58%	C: -18	D: ?	E: -6%	F: 28%	G: 3%

COCCCNC(=O)CN(c1cc(Cl)ccc1OC)S(=O)(=O)c1ccc(C)c([N+](=O)[O-])c1
  A: 13%	B: 97%[activator]	C: -24	D: -2%	E: -2%	F: -2%	G: 0%

COc1cccc(NC(=O)c2nc3nc(C)cc(C(F)F)n3n2)c1
  A: -5%	B: 45µM*	C: 7	D: -1%	E: 3%	F: 5%	G: -10%

CC[N+](CC)(CC(=O)Nc1c(C)cccc1C)Cc1ccccc1
  A: 18%	B: .	C: ?	D: 0%&3%	E: .	F: 15%	G: .

CCOc1ccccc1N(CC)C(=O)c1noc2c1COc1ccc(C)cc1-2
  A: .	B: .	C: -4	D: -5%	E: .	F: .	G: 13%

CCNS(=O)(=O)c1ccc(CCC(=O)N2CCN(Cc3ccccc3)CC2)cc1
  A: -9%	B: 58%	C: -6	D: 5%	E: -5%	F: -13%	G: 5%

O=C(COC(=O)Cc1ccc(Cl)cc1)Nc1cc(S(=O)(=O)N2CCOCC2)ccc1N1CCCC1
  A: 1%	B: 140%[activator]	C: -24	D: -5%	E: 2%	F: 14%	G: 0%

COc1ccccc1OCCNC(=O)CCNC(=O)c1ccccc1OC
  A: 22%	B: -12%	C: 1	D: 0%	E: .	F: 11%	G: 0%

CSc1ccc(/C=N/Nc2nc(C)cc(=O)[nH]2)cc1
  A: 6%	B: -25%	C: 16	D: -1%	E: -13%	F: 28%	G: -1%

COc1cc(C2c3cc(O)c(OC)cc3CC3C(=O)OCC32)ccc1O (configuration not stated)
  A: -5%	B: .	C: -31	D: 0%	E: .	F: -10%	G: .

CC1=CC(=NOS(=O)(=O)c2ccc(C)cc2)CC(C)(C)C1
  A: .	B: .	C: 8	D: -10%	E: .	F: 20%	G: .

O=C(O)c1ccc(S(=O)(=O)c2ccc3c(c2)C(=O)N(NC(=O)c2ccncc2)C3=O)cc1
  A: 8%	B: -17%	C: 0	D: 1%	E: -5%	F: 5%	G: -1%

CCCOC(=O)Cn1cnc2scc(-c3ccc(OC)cc3)c2c1=O
  A: -15%	B: -1%	C: 7	D: -3%	E: 2%	F: 3%	G: 3%

COc1ccccc1C(=O)Nc1c2c(nn1-c1ccc(Cl)cc1)CS(=O)(=O)C2
  A: -19%	B: -6%	C: 14	D: -8%	E: 12%	F: 8%	G: -1%

COCc1cccc(-c2csc(C(NC(C)=O)c3cccc(OC)c3)n2)c1 (configuration not stated)
  A: .	B: .	C: 9	D: 5%	E: .	F: 1%	G: .

CC(=O)N1c2ccc(S(=O)(=O)N(C)Cc3ccco3)cc2CC1C (configuration not stated)
  A: 5%	B: -8%	C: -3	D: 0%	E: -3%	F: -4%	G: ?

Cc1ccc(S(=O)(=O)Nc2ccc(Nc3nccn4c(-c5ccccc5Oc5ccccc5)cnc34)cc2)cc1
  A: .	B: .	C: 24	D: 1%	E: .	F: 48%[activator]	G: .

COCC(=O)Nc1cccc(C(F)(F)F)c1
  A: 12%	B: -14%	C: 65	D: 2%	E: 4%	F: -2%	G: -2%

CC(=O)Nc1cc(C(=O)OCc2cccc([N+](=O)[O-])c2)ccc1C
  A: -7%	B: 0%	C: ?	D: 0%	E: -4%	F: 1%	G: ?

CCCN(CCC)CCCNC(=O)c1nn(C)c2c1CS(=O)(=O)c1ccccc1-2
  A: .	B: .	C: -13	D: 4%	E: .	F: .	G: 3%

COC(=O)CN1C(=S)N(c2ccc(F)cc2)C(=O)C1CC(=O)Nc1ccc(F)cc1 (configuration not stated)
  A: 15%	B: 20%	C: 20	D: 3%	E: 4%	F: ?	G: 3%

O=C(COc1ccccc1[N+](=O)[O-])N(Cc1ccco1)C1CCS(=O)(=O)C1 (configuration not stated)
  A: 9%	B: -12%	C: 79	D: 0%	E: -2%	F: -2%	G: -2%

Cc1ccccc1C(=O)NC(=S)NCc1ccccc1
  A: 18%	B: -33%	C: 89	D: 0%	E: 4%	F: 17%	G: ?

Structural class: the compounds so far containing a furan ring, fused or not
Abbreviations – A = HCV inhibitor; B = AmpC inh no detg; C = HCMV antiviral; D = TbPYK inhibitor; E = LmPK inh; F = AMA1-RON2 inh; G = AmpC inh detg
CC(C)C(c1nnnn1Cc1ccco1)N1CCN(c2cccc(Cl)c2)CC1 (configuration not stated)
  A: -21%	B: -14%	C: 16	D: -24%	E: 0%	F: -8%	G: -14%

CC(=O)N1c2ccc(S(=O)(=O)N(C)Cc3ccco3)cc2CC1C (configuration not stated)
  A: 5%	B: -8%	C: -3	D: 0%	E: -3%	F: -4%	G: ?

O=C(COc1ccccc1[N+](=O)[O-])N(Cc1ccco1)C1CCS(=O)(=O)C1 (configuration not stated)
  A: 9%	B: -12%	C: 79	D: 0%	E: -2%	F: -2%	G: -2%
